JMJD2A Tudor: inhibitors of human JMJD2A Tudor domain. AlphaScreen JMJD2A-Tudor / H3K4me3 peptide binding. O75164. Potency, µM (highest dose often 114 µM), inactives show top-dose activity change, negative = inhibition, usual class: inhibitors. 390,000 tested, 4.4% active. AID 504339; also: % is scaled to controls: 0 for no effect and ±100 for the full control effect; nearly all actives have a fitted effect of over 50% in size
BLM inh: blocks DNA unwinding by human BLM helicase | Potency, µM (highest dose often 56.1 µM), for the others: at the top dose activity change, negative = inhibition, actives largely listed as inhibitors | P54132 | AID 2528 | 350,000 tested, 0.2% active | recombinant BLM DNA unwinding, fluorescence dequenching;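 also: plate controls were vehicle for no effect and no enzyme for full effect; nearly all actives have a fitted effect of over 35% in size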
Pol iota inh: DNA polymerase iota (human) inhibition | Q9UNA4 | Pol iota fluorescent replication assay, 10 min | Potency, µM (highest dose often 115 µM), without a hit: top-dose activity, negative = inhibition, usual class: inhibitors | 390,000 tested, 1% active | AID 588590
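Pol iota at 10 nM preincubated 15 min with compounds at room temperature; reaction started with fluorescent substrate, 50 nM final. Fluorescence read kinetically at 0 and 10 min; buffer-only wells as negative control.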
Pin1 inhibitor: human Pin1 inhibition | Q13526 | Pin1 FP peptide displacement, HiFluor488, 10 min | Potency, µM (top dose mostly 115 µM), for inactives: at the top dose activity, negative = inhibition, most hits filed as inhibitors | 390,000 tested, 0.009% active; active = well fitted inhibition curve with a large enough effect in the polarisation, with a control signal flat, not every such curve was filed as active; inconclusive = small, poorly fitted or top-dose-only effect, or effect the other way, or a change in a side signal; inactive = no such curve, though single readings can be large or run the other way; the % refers to the polarisation; also: % is scaled to controls: 0 for no effect and ±100 for the full control effect
GLS inh: glutaminase GLS (human) inhibition. O94925. GLS enzymatic activity, qHTS titration. Potency, µM (top dose mostly 45.5 µM), for the others: at the highest dose activity change, negative = inhibition, hits mostly inhibitors. 410,000 tested, 0.21% active. AID 624170; also: % is scaled to controls: 0 for no effect and ±100 for the full control effect
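hKGA in 45 mM KH2PO4 pH 8.2, 0.02% Tween-20 with pin-transferred compounds; 1 mM L-glutamine (stock) plus glutamate oxidase/HRP/Amplex Red coupling added. Fluorescence read initially and after 30 min at RT.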
HP1b chromo inh: blocks HP1-beta chromodomain binding to methylated histone tails; P83916; AlphaScreen HP1-beta / biotin-H3K9me3 peptide binding; Potency, µM (titrated, usually from 114 µM), for inactives: at the top dose activity change, negative = inhibition, actives largely listed as inhibitors; 390,000 tested, 0.56% active; also: nearly all actives have a fitted effect of over 70% in size; inactives centre near 23
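AlphaScreen: HP1-beta (50 nM) preformed 30 min with biotin-H3(1-18)K9me3 peptide (50 nM) in PBS pH 7.4, 0.01% Tween-20. Compound added for 30 min at RT, then streptavidin donor/nickel chelate acceptor beads (10 ug/mL) for 30 min.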
BAZ2B block: blocks human BAZ2B. 360,000 tested, 4.4% active. AID 504333. Potency, µM (highest dose often 114 µM), inactives show at the top dose activity change, negative = inhibition, hits mostly inhibitors. AlphaScreen BAZ2B-H3K14Ac peptide displacement; also: % is scaled to controls: 0 for no effect and ±100 for the full control effect; nearly all actives have a fitted effect of over 60% in size
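BAZ2B (50 nM) with biotin-H3(5-23)K14Ac peptide (50 nM) in PBS pH 7.4, 0.01% Tween-20, preformed 30 min, then compound 30 min at room temperature; top concentration 110uM. AlphaScreen streptavidin donor/nickel chelate acceptor beads (10 ug/mL final), 20 min dark, signal read.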
PGK inhibitor: inhibitors of T. brucei phosphoglycerate kinase | PGK/GAPDH coupled, Kinase-Glo luminescence, 60 min | Potency, µM (highest dose often 57.5 µM), for inactives: top-dose activity change, negative = inhibition, most hits filed as inhibitors | 380,000 tested, 0.043% active | AID 602233; also: % is scaled to controls: 0 for no effect and ±100 for the full control effect; nearly all actives have a fitted effect of over 60% in size
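Luminescent ATP detection (Kinase-Glo Plus) follows a 60-minute room-temperature incubation, with wells lacking PGK as controls. Buffer: 100 mM TEA (pH 7.6), 5 mM MgCl2, 0.01% Tween-20. Coupling enzyme GAPDH (100 nM final) supplies unstable 1,3-BPG in-well.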
G9a block: G9a (human) methyltransferase inhibition; G9a H3K9 monomethylation, AlphaScreen, 2 h; Potency, µM (titrated, usually from 102 µM), without a hit: top-dose activity, negative = inhibition, usual class: inhibitors; 350,000 tested, 8.8% active; Q96KQ7; also: % is scaled to controls: 0 for no effect and ±100 for the full control effect; nearly all actives have a fitted effect of over 75% in size
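Signal arises when biotinylated H3K9 peptide, once monomethylated, bridges streptavidin donor and antibody-captured acceptor beads. Enzyme at 20 nM was preincubated 15 min with test compounds; peptide 500 nM and SAM 20 uM then reacted for 2 h.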
* hit, by the source's call; i = inactive; u = inconclusive; x = not tested or not shown; & = joins results of further samples; [ ] = remark or other dose. Unless noted, calls follow the shape of the dose curve; as a rule, active = well fitted curve in the direction sought with a large enough effect; inconclusive = small, poorly fitted or top-dose-only effect, or another doubt; inactive = no such curve, though single readings can be large; an effect the other way counts as inactive or inconclusive. Potency is read from the fitted curve at half-maximal effect.

no.	BAZ2B block	BLM inh	G9a block	GLS inh	JMJD2A Tudor	HP1b chromo inh	Pin1 inhibitor	Pol iota inh	PGK inhibitor	Structure
1	-33%	-3%	u	6%	-5%[57.1 µM]	0%	-6%	39%[activator]	8%	O=C(O)CSc1nnc2c(n1)[nH]c1ccccc12
2	-2%	-6%	-41%	12%	-13%	22%	1%	5%	-8%	O=c1cc(O)sc2ccccc12
3	-2%	-3%	-6%	2%	0%	61%[activator]	-2%	-7%	-7%	O=C(CSc1ccccc1)N1CCN(C(=O)c2ccco2)CC1
4	-17%	-6%	x	-2%	-14%	24%	-5%	-22%	0%	CCc1ccc2oc(C(=O)Nc3cccnc3)c(C)c2c1
5	-1%	-4%	x	1%	0%	22%	-14%	27%	2%	CN(Cc1cccc(C(F)(F)F)c1)Cc1nc(-c2cnccn2)no1
6	75%[activator]	-6%	55%[activator][59 µM]	-8%	3%	90%[activator]	7%	26%	0%	CCOc1ccc(C(=O)N(Cc2nc(-c3cccc(C)c3)no2)C(C)C)cc1
7	-20%	-2%	u	-21%	1%	36%	-8%	47%[activator]	-1%	Cc1ccc(OCC(=O)Nc2ccccc2C(=O)N2CCCCC2)cc1
8	6%	3%	-2%[59 µM]	-19%	-7%	24%	1%	21%	-2%	CC(C)CCNC(=O)CN(Cc1ccccc1Cl)C(=O)CCC(=O)Nc1ccccn1
9	7.9µM*	-5%	40µM*	0%	-33%	u	-1%	77%[activator]	-9%	Nc1nc(-c2ccccc2)c(N=Nc2cccnc2)s1
10	-26%	2%	9%[59 µM]	4%	-14%	59%[activator]	0%	2%	i	CC1(c2cnc(Nc3ccccc3)s2)CCC(=O)O1 (configuration not stated)
11	5%	2%	-5%	x	1%	17%	4%	22%	-4%	Cc1ccc(S(=O)(=O)N(C)c2ccc(N)cc2)cc1
12	-15%	-6%	-6%	-11%	-21%	19%	2%	29%	-2%	COc1ccc(NC(=O)NC(C)C2CC3CCC2C3)cc1 (configuration not stated)
13	-33%	-9%	u	14%	-36%	1%	0%	12%	4%	CC1CCN(C(=O)CSc2nnc(-c3cc4ccccc4cc3O)n2Cc2ccco2)CC1
14	-4%	0%	4%[59 µM]	1%	0%	49%[activator]	-3%	-7%	1%	COc1ccccc1C(=O)Nc1c(C(=O)Nc2cc(Cl)ccc2C)sc2nc(C)cc(C)c12
15	-12%	-2%	12%	-10%	-6%	32%	-6%	127%[activator]	i	Cc1ccc(S(=O)(=O)N[C@@H](Cc2ccccc2)C(=O)N2CCC[C@@H]2C(=O)O)cc1
16	79µM*	-11%	-32%	-1%	-13%	38%[activator]	12%	-24%	x	NS(=O)(=O)c1ccc(NC(=O)CSc2ncnc3ccccc23)cc1
17	5%	-3%	-10%[2.33 µM]	3%	11%	54%[activator]	x	12%	0%	O=C(O)/C=C\c1cccc(-n2nnnc2SCc2ccccc2F)c1
18	-26%	-7%	-39%	0%	-18%	11%	5%	28%	16%	COc1cccc(NC(=O)C(NCCc2ccc(S(N)(=O)=O)cc2)c2ccccc2)c1 (configuration not stated)
19	10µM*	u	35µM*	u	7.9µM*	-27%	0%	1.3µM*	u	Oc1ccc(/C=N/N=C/c2ccc(O)c(O)c2)cc1O
20	2%	-12%	-13%	1%	16%	45%[activator]	-5%	18%	0%	CSCCC(NC(=O)OCc1ccccc1)C(=O)NCc1cccnc1 (configuration not stated)
21	79µM*	-8%	6%[59 µM]	9%	u	2%	5%	-8%	-7%	COc1ccc(-c2cc(C(=O)N3CCN(c4ccccc4OC)CC3)no2)cc1OC
22	2%	-3%	20%	-4%	-16%	18%	-14%	-4%	0%	COc1ccc(/C=C/C(=O)C(C)(C)C)cc1OC
23	x	-7%	u	-2%	u	17%	2%	1%	-1%	O=C(NCc1ccc(Cl)cc1)C(=O)NCC(c1cccnc1)N1CCN(c2ccc(F)cc2)CC1 (configuration not stated)
24	-2%	-1%	-49%[12.7 µM]	6%	-11%	38%	2%	2%	i	Cc1ccc(S(=O)(=O)N(C)Cc2cc3ccccc3[nH]c2=O)cc1
25	4%	-1%	0%	-9%	-22%	7%	-9%	5%	-1%	CCC1NC(=S)N(C2CCCCC2)C1=O (configuration not stated)
26	50µM*	-2%	10%[59 µM]	9%	u	5%	16%	12%	-2%	O=c1cc(O)c2c(=O)n(-c3ccccc3)c3c(c2o1)CCCCCC3
27	6%	-3%	-9%[0.0925 µM]	-14%	7%	46%[activator]	u	19%	-9%	CCOC(=O)N1CCN(C(=O)c2cccn3c(=O)c4cc(Cl)ccc4nc23)CC1
28	-28%	-7%	-7%[59 µM]	4%	-17%	29%	6%	u	-7%	COc1ccc(-c2[nH]nc3nc(-c4cc(Br)ccc4OC)cc(C(=O)O)c23)cc1
29	u	0%	u	2%	u	20%	-8%	115%[activator]	-1%	O=C(O)c1ccc2c(=O)n(-c3ccccc3F)c(=S)[nH]c2c1
30	-2%[57.1 µM]	-12%	9%[12.7 µM]	18%	-11%	13%	5%	9%	-2%	O=C(Nc1ccccc1)/C(=C\c1ccncc1)NC(=O)c1ccccc1
31	-5%	2%	37%[activator]	13%	-19%	5%	-5%	-12%	-3%	Cc1cc(C(=O)Nc2c[nH]c(=O)[nH]c2=O)ccc1[N+](=O)[O-]
32	x	x	x	-4%	-6%	34%	-10%	22%	-1%	O=C(COC(=O)CNC(=O)c1ccccc1)NCc1ccc2c(c1)OCO2
33	-9%	-2%	u	-19%	-13%	-5%	u	-2%	-9%	CCOC(=O)c1cccc(NC(=O)CSc2ncc3c(n2)-c2ccc(Cl)cc2N(Cc2ccccc2)S3(=O)=O)c1
34	0%	2%	6%	8%	-7%	13%	0%	26%	-1%	CCOc1ccccc1NC(=O)NC1(C(=O)NCc2cccnc2)CCCCC1
35	x	x	x	5%	-21%	4%	2%	u	9%	Cc1ccc(CNC(=O)c2cc(-c3ccccc3)nn2CC2CC(c3cccnc3)=NO2)cc1 (configuration not stated)
36	-2%	4%	-4%	11%	-13%	32%	-2%	0%	x	CCOc1cc(/C=N/NC(=O)COc2nc(C)cc(COC)c2C#N)ccc1O
37	-2%	-2%	-3%	-6%	-17%	22%	0%	10%	-5%	COc1cc(SC)ccc1C(=O)OCC(=O)NC1CCCCC1
38	-4%	4%	8%[59 µM]	3%	-8%	37%	-1%	-15%	-1%	Cc1ccnc(NS(=O)(=O)c2ccc(NS(=O)(=O)c3ccccc3)cc2)n1
39	66%[activator]	-2%	-17%[59 µM]	2%	2%	51%[activator]	4%	13%	-2%	C=CCNC(=O)c1nc2ccccc2s1
40	-5%	1%	71µM*	10%	-8%	23%	3%	14%	3%	CC(/C=C/c1ccco1)=N/NC(=O)OC(C)(C)C
41	u	-1%	u	3%	-13%	-1%[57 µM]	6%	4%	0%	Cn1c(=O)n(CCCO)c(=O)c2c1nc1n2CCCN1Cc1ccccc1
42	x	x	x	-7%	5%	38%	1%	41%[activator]	i	O=C(NC1(C(=O)O)CCCC1)c1ccccc1
43	-11%	-8%	-37%	-6%	4%[11.4 µM]	41%[activator]	-2%	60%[activator]	i	Cc1ccc(NC(=O)c2cccc(NC(=O)CCC(=O)O)c2)cc1C
44	-8%	x	8%	9%	u	16%	1%	9%	-6%	Cc1ccc(Cc2nnc(SCC(=O)Nc3ccccc3)[nH]c2=O)cc1
45	-3%	2%	u	-1%	-19%	15%	-1%	-5%	-2%	CCOC(=O)c1cc(-c2ccccc2)n(CC(=O)N2CCCC2)c1C
46	1%	-2%	12%	5%	u	85%[activator]	4%	-5%	-5%	COc1ccc(/C=C(\NC(=O)c2ccco2)C(=O)N2CCOCC2)cc1
47	-3%	-7%	x	6%	-6%	21%	1%	32%[activator]	5%	CCN1CCCC1CNC(=O)Cn1nc(C)n2c(cc3cc(F)ccc32)c1=O (configuration not stated)
48	u	-7%	23%[59 µM]	12%	-6%	12%	-5%	-6%	-1%	CC(=O)N(C)c1ccc(NC(=S)NC(=O)/C=C/c2ccco2)cc1

3 compounds out of the list above, sorted by the number in BAZ2B block, high to low.
| entry | smiles | BAZ2B block |
| --- | --- | --- |
| 46 | COc1ccc(/C=C(\NC(=O)c2ccco2)C(=O)N2CCOCC2)cc1 | 1% |
| 45 | CCOC(=O)c1cc(-c2ccccc2)n(CC(=O)N2CCCC2)c1C | -3% |
| 43 | Cc1ccc(NC(=O)c2cccc(NC(=O)CCC(=O)O)c2)cc1C | -11% |

(continued)
no.	BAZ2B block	BLM inh	G9a block	GLS inh	JMJD2A Tudor	HP1b chromo inh	Pin1 inhibitor	Pol iota inh	PGK inhibitor	Structure
49	14%	1%	-1%[2.33 µM]	16%	-3%	19%	1%	9%	5%	N#CCSc1nnc(N)s1
50	-2%	-4%	-15%	1%	-5%	7%	0%	16%	5%	CCN(CC)CCOc1nnc(-c2ccc(OC)cc2)c2ccccc12
51	-29%	0%	38%[activator]	-23%	25%	47%[activator]	2%	2%	0%	O=C(NCc1nnc2c(C(F)(F)F)cc(Cl)cn12)c1cccnc1
52	-6%	x	11%	-2%	-6%	41%[activator]	3%	11%	2%	O=C(NCCS(=O)(=O)N1CCCCC1)c1ccc2c(c1)OCO2
53	-17%	-8%	-8%	-17%	8%	28%	5%	89%[activator]	6%	CN(C)/C=C/C(=O)c1cc(N2CCOCC2)ccc1[N+](=O)[O-]
54	8%	-3%	11%[12.7 µM]	0%	-11%	47%	1%	18%	-4%	CCOC(=O)c1cnc2c(C(F)(F)F)cccc2c1N1CCOCC1
55	1%	4%	69%[activator]	1%	-11%	14%	-1%	2%	-12%	CCOC(=O)CCc1c(C)c2ccc(OCC(=O)N3CCOCC3)c(C)c2oc1=O
56	x	x	x	-3%	-14%	0%	-4%	41%&-6%[activator]	3%	COC(=O)C1N[C@@H]([C@@H](NC(=O)COc2ccccc2)C(=O)NC2CC2)SC1(C)C (some centres not stated)
57	u	-9%	45µM*	23%	-35%	-8%	29%	44%[activator]	-7%	CCCCCn1c(CN2CCN(c3cccc(Cl)c3)CC2)nc2c1c(=O)n(C)c(=O)n2C

Source: PubChem (National Center for Advancing Translational Sciences (NCATS))

A portion of the library; count on the stated rates, not on these rows.
